Source: PubChem BioAssay (several laboratories)
PvdQ acylase: P. aeruginosa PvdQ acylase inhibitors, primary screen, biochemical, fluorescence, plate reader and imaging, single point. hit rate 0.063% among 340,000. inhibition, % at 10 µM. PvdQ acylase [Pseudomonas aeruginosa LESB58]. purified PvdQ acylase. AID 488965, 2010; in the data active = inhibition above about 30%, passing the limit was not always enough; inconclusive = no clear call, values can overlap the other calls;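 also: 0% = vehicle neutral wells and 100% = reference inhibitor wells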
C-LANA FP: inhibitors of KSHV C-LANA binding to DNA, primary screen, biochemical, fluorescence polarization, FAM-LBS DNA, MBP-C-LANA, single point | inhibition, % at 9 µM | hit rate 0.078% among 340,000 | AID 504423, 2011;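 active = highest replicate inhibition at or above 60% at 9 µM, even if other replicates fall short; inactive = all replicates below 60% inhibition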;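 also: 0% = neutral control wells and 100% = 4 µM acridine orange control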
DAGLB inh: DAGLB lipase inhibitors, primary screen, biochemical, fluorescence, HTS | HEK293T DAGLB membrane lysate, EnzChek fluorogenic substrate | Diacylglycerol lipase-beta (Homo sapiens), Q8NCG7 | hit rate 0.059% among 340,000 | inhibition, % at 5.17 µM; in the data active = inhibition above about 34%;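 also: 0% = enzyme with vehicle and 100% = wells lacking enzyme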
Keap1 Nrf2 FP: Keap1-Nrf2 protein-protein interaction inhibitors, primary screen, biochemical, fluorescence polarization, single point. Kelch-like ECH-associated protein 1 (Homo sapiens), Q14145. Keap1 Kelch-Nrf2 peptide fluorescence polarization, 1536-well. inhibition, % at 9.4 µM. hit rate 0.15% among 340,000. AID 504523, 2011; in the data active = inhibition above about 12%; inconclusive = no clear call, values can overlap the other calls; inactive = below about 7.3%;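 also: human Keap1 Kelch domain with fluorescein labeled Nrf2 9mer peptide probe; 0% = neutral control wells and 100% = peptide positive control; higher means more block of Keap1 binding to Nrf2 peptide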
SR-BI DiI inh: inhibitors of SR-BI mediated HDL lipid uptake, primary screen, ldlA[mSR-BI] cells, fluorescence, single point | inhibition, % at 12.5 µM | hit rate 0.96% among 320,000 | ldlA[mSR-BI] CHO cells, DiI-HDL uptake fluorescence, 3 h | Scavenger receptor class B member 1 (Mus musculus), Q61009;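 active = mean replicate inhibition of at least 70% and a set share of replicates each scoring 70 or more; inconclusive = meets just one of the two criteria; inactive = fails both criteria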;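 also: 0% = median of neutral control wells and 100% = median of positive control wells; values of inactives mirror those of a sister screen read the other way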
Target sequence (Q61009 whole entry, looked up): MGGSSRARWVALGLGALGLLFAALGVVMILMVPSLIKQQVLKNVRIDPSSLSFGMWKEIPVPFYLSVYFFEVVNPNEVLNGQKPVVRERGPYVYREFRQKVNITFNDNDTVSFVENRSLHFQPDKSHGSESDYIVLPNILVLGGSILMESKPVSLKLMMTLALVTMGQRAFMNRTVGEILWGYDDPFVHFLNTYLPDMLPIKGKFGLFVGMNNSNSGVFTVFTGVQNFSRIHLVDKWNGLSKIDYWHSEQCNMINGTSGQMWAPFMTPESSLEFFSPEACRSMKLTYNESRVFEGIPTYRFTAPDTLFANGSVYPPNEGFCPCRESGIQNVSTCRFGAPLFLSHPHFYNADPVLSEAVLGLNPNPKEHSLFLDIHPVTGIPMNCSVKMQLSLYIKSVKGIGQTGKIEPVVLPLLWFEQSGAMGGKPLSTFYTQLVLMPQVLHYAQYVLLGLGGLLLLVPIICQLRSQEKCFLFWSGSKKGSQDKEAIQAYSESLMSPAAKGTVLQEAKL
RTF Ca sens inh: cardiac RTF calcium sensitivity inhibitors, primary screen, biochemical, IANBD-TnC fluorescence, EC70 calcium | Troponin I, cardiac muscle (Homo sapiens) + Troponin T, cardiac muscle (Homo sapiens) + … | IANBD-labeled cardiac RTF, Ca2+ fluorescence | inhibition, % at 7.15 µM | hit rate 0.12% among 340,000;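 active = inhibition above the mean inhibition of all tested compounds plus 3 SD, cut at about 17% in these data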;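 also: assay run at fixed EC70 calcium of 1.6 mM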
PKA-R2B act: activators of PKA-R2B holoenzyme, primary screen, biochemical, fluorescence polarization, Cy5-IP20, human; AID 504700, 2011; PKA-R2B holoenzyme dissociation; R2B truncated from residue 108, S112A mutant; 0% DMSO only, 100% 113 µM cGMP; cAMP-dependent protein kinase catalytic subunit beta (Homo sapiens) + cAMP-dependent …; hit rate 0.079% among 340,000; activation, % at 11.4 µM;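 active = activation above a cutoff set at the mean over all compounds plus 3 SD, cut at about 18% in these data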;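 also: higher means more holoenzyme dissociation and a rise in polarization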
Target sequence (P31323 whole entry, looked up, other chains not shown, the tested form may be a part): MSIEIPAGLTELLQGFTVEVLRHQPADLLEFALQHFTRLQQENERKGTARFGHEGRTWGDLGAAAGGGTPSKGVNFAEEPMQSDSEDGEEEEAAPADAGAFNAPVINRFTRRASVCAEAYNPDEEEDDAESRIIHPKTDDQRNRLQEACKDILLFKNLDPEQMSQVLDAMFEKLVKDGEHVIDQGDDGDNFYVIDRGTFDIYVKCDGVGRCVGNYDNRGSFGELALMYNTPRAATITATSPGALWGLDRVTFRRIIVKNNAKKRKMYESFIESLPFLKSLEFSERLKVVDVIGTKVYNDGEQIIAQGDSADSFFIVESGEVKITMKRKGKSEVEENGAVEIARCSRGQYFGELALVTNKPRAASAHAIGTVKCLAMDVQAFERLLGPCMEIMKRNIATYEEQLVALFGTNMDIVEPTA
Arr AP2 block: inhibitors of beta-arrestin/AP2 binding, primary screen, biochemical, GPCR trafficking, flow cytometry. beta-arrestin 1 C-terminal peptide binding to AP2 beta2-adaptin appendage (human). FITC-arrestin peptide / GST-AP2 beads; AP2 beta2 appendage carries R879A mutation. inhibition, % at 10 µM. hit rate 0.31% among 340,000. AID 504490, 2011;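 active = inhibition above a set limit, near 3 SD of compounds lacking own fluorescence, cut at about 54% in these data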;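 also: plate controls were DMSO wells for no effect and 5 µM unlabelled arrestin peptide for full effect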
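Assay system: GST-AP2 R879A bound to glutathione beads, E. coli-expressed; Medium: PBS with 0.05% Tween 20 and 0.1% BSA; Also added: fluorescein-tagged arrestin peptide at 50 nM final; Timing: 12 min plus 1 h, RT; Measured by: flow cytometry, FL1 (488/535 nm); Evaluation: percent drop in bead-associated FITC signal.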
NSD2 inh: NSD2 histone methyltransferase inhibitors, primary screen, biochemical, AlphaScreen, single concentration, set 2; AID 743445, 2014; hit rate 0.54% among 310,000; NSD2 peptide methylation, 120 min; Histone-lysine N-methyltransferase NSD2 (Homo sapiens), O96028; inhibition, % at 12.5 µM; in the data active = inhibition above about 50%
SR-BI DiI-HDL act: activators of SR-BI mediated DiI-HDL uptake, primary screen, ldlA[mSR-BI] CHO cells, DiI fluorescence; hit rate 0.096% among 320,000; activation, % at 12.5 µM; AID 504775, 2011; 3 h; 100 = double the neutral-control signal;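 active = mean replicate activation of at least 60% and every replicate at or above 60%; inconclusive = mean or all-replicate condition met, but not both; inactive = mean below 60% and not all replicates reaching 60%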;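 also: 0% = median plate neutral-control signal and 100% = twice that signal; values of inactives mirror those of a sister screen read the other way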
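System: CHO ldlA[mSR-BI] cells / Medium: HEPES-buffered (25 mM, pH 7.4) F12 plus 0.5% BSA / Probe or stimulus: labelled HDL, 10 µg/mL / Doses: single compound concentration, delivered by pin transfer / Schedule: 3 h, 37 °C / Measured by: DiI fluorescence, bottom read / Measure: cell-associated DiI fluorescence as measure of HDL uptake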
Starred values were filed as active, the others as inactive; ? = inconclusive; . = no result given.

SMILES	PvdQ acylase	C-LANA FP	DAGLB inh	Keap1 Nrf2 FP	SR-BI DiI inh	RTF Ca sens inh	PKA-R2B act	Arr AP2 block	NSD2 inh	SR-BI DiI-HDL act
O=C(Nc1cc(Cl)ccc1N1CCOCC1)c1cccnc1Cl	-23	5.8	0	3	23	3	8	-5	-2	-23
COc1cc(NC(=O)C2CCCO2)c(C(=O)O)cc1OC (stereo not drawn)	-12	1.8	0	0	-17	-5	0	-4	-5	17
O=C(Nc1ccc2[nH]c(=O)[nH]c2c1)Nc1ccc(F)cc1F	-9	0.2	-1	-4	.	-8	-21	3	0	.
CCCCCc1cc(=O)oc2c(C(CCN3CCCCC3)c3ccc4c(c3)OCO4)c(OC)cc(OC)c12 (stereo not drawn)	8	-1.8	3	-4	3	3	-7	6	.	-3
O=S(=O)(c1ccc2ccccc2c1)N1CCN(C(=S)Nc2ccc(F)cc2)CC1	-12	1.6	-6	6	8	-16	-18	8	7	-8
CN(C)/N=C/c1cc([N+](=O)[O-])ccc1O	-7	-1.2	0	-4	.	-3	6	9	3	.
COc1ccc(N(C(=O)c2ccco2)C(C(=O)NC2CCCCC2)c2ccccc2)cc1 (stereo not drawn)	-7	-0.7	-1	-7	51	1	4	-4	-1	-51
CCN(C(=O)C(=O)c1c[nH]c2ccccc12)c1ccccc1	7	1.2	-1	-3	-13	1	-4	3	2	13
Cc1ccc(N2CC(C(=O)Nc3c(C)n(C)n(-c4ccccc4)c3=O)CC2=O)cc1 (stereo not drawn)	-16	1.8	-2	1	-23	-8	-3	-3	1	23
COc1cc(NC(=O)Cn2c(=O)n(CC3CCCO3)c(=O)c3ccccc32)cc(OC)c1 (stereo not drawn)	-5	-1.0	-2	-4	.	-9	-7	14	1	.
CCOC(=O)c1c(C)[nH]c(C(=O)COC(=O)/C=C/c2ccc(OCC#N)c(OC)c2)c1C	2	-0.7	2	-1	.	-10	6	-5	-3	.
Cc1ccc(NC(=S)NCC(C)C)cc1	4	0.9	-5	-4	-2	0	0	32	-3	2
NS(=O)(=O)Oc1ccccc1	-4	45	-1	1	-30	1	4	-3	.	30
O=C(NCC1CCCO1)C1CCN(C2CCN(CCCC3CCCC3)CC2)CC1 (stereo not drawn)	11	-0.7	-3	-3	-13	-11	9	-1	-1	13
CC1(C(=O)O)CCC(C(=O)Nc2ccc(S(N)(=O)=O)cc2)C1(C)C (stereo not drawn)	-17	0.6	0	-8	-18	6	-5	2	-1	18
CN(c1ccccc1)S(=O)(=O)c1cccc(NC(=O)Cn2cnc3c2c(=O)n(C)c(=O)n3C)c1	21	-0.3	-2	-3	-34	-3	-12	22	4	34
O=C(NCCc1ccccn1)C(F)(F)C(F)(F)C(F)(F)C(F)(F)C(F)(F)C(F)F	6	-1.6	-3	2	-39	-3	-8	18	-1	39
CCOC(=O)CC1=C(C(=O)OCC)C(c2ccncc2)C(C#N)=C(N)O1 (stereo not drawn)	-1	1.2	-5	0	-24	-4	5	22	4	24
CCN1C(=O)c2ccccc2Sc2ccc(C(=O)NCCCN3CCOCC3)cc21	-8	1.0	0	-2	1	10	-12	11	-2	-1
CS(=O)(=O)c1ccc(-c2sc3ccccc3c2C(=O)N2CCN(c3ccc(F)cc3)CC2)cc1	-15	0.7	3	-5	-8	5	-1	-4	.	8

Some of the entries so far, bar-delimited:
mol | PvdQ acylase | C-LANA FP | DAGLB inh | Keap1 Nrf2 FP | SR-BI DiI inh | RTF Ca sens inh | PKA-R2B act | Arr AP2 block | NSD2 inh | SR-BI DiI-HDL act
CCN1C(=O)c2ccccc2Sc2ccc(C(=O)NCCCN3CCOCC3)cc21 | -8 | 1.0 | 0 | -2 | 1 | 10 | -12 | 11 | -2 | -1
CS(=O)(=O)c1ccc(-c2sc3ccccc3c2C(=O)N2CCN(c3ccc(F)cc3)CC2)cc1 | -15 | 0.7 | 3 | -5 | -8 | 5 | -1 | -4 | . | 8

Further records:
SMILES	PvdQ acylase	C-LANA FP	DAGLB inh	Keap1 Nrf2 FP	SR-BI DiI inh	RTF Ca sens inh	PKA-R2B act	Arr AP2 block	NSD2 inh	SR-BI DiI-HDL act
CCN(CC(=O)Nc1c(F)cccc1F)C(=O)/C=C/c1ccc(S(=O)(=O)N2CCCCCC2)cc1	10	1.8	-1	-2	38	1	-8	24	1	-38
COc1ccc(CNC(=O)C2CCN(S(=O)(=O)c3cccc4cccnc34)CC2)cc1	-18	0.4	0	-6	15	-7	-15	4	.	-15
COc1ccc(S(=O)(=O)NCC(=O)O)cc1C(=O)NC1CCCCC1	0	4.5	-3	-3	-25	-15	5	-33	-1	25
O=C(NCc1ccccc1Cl)NC(=O)c1ccccc1	3	-0.2	1	-2	19	-21	-1	10	-1	-10
CCOc1ccc(C(=O)NCCc2ccccc2)cc1	1	-4.3	0	0	-47	-2	-10	4	-1	47
CC(/C=C/c1ccccc1)=N\Nc1nc(-c2ccccc2)cs1	-6	0.5	-3	-1	-16	1	-9	5	3	16
CCOC(=O)c1ccc(CC(=O)c2oc3cc(O)ccc3c2C)o1	2	6.2	-2	4	14	-16	-10	-4	2	-14
O=C(O)c1ccccc1-c1nc(-c2ccccc2)c(-c2ccccc2)[nH]1	-16	1.5	3	-3	-10	-3	10	1	-1	10
O=C(c1ccc(S(=O)(=O)N2CCCCC2)cc1)N1CCCc2ccccc21	1	1.3	-4	-1	39	6	7	33	2	-39
COc1ccccc1CN(C)C(=O)c1cc(-c2cc(OC)c(OC)c(OC)c2)nc2ccccc12	0	-1.2	-7	-1	61	-6	-8	26	-5	-61
COc1ccc(Cl)cc1C(=O)NCC(C)C	-16	1.1	-1	-4	-3	-2	-9	5	-3	3
C[C@@]12CCC3[C@@](CCC4[C@@]3(C)CCC[C@@]4(C)C(=O)N3CCCCC3)(CC1=O)C2 (stereo partly drawn)	-4	1.9	-2	1	-17	-2	2	4	.	17
CN(c1ccc(C(=O)Nc2ccc(F)cc2F)cc1)S(=O)(=O)c1ccccc1	13	-2.3	1	0	34	3	-1	4	-7	-34
CC(NC(=O)COc1ccc(-c2nnco2)cc1)c1ccc(Cl)cc1Cl (stereo not drawn)	13	0.0	1	-4	20	8	-6	14	-2	-20
Cc1ccc(S(=O)(=O)N2CC(O)C[C@H]2C(=O)OCC(=O)N2CCN(c3ccc(F)cc3)CC2)cc1C (stereo partly drawn)	-5	0.3	2	2	1	-3	-5	30	-2	-1
O=C(Nc1nc2nccc(-c3ccccc3)n2n1)c1ccccc1	-1	-0.1	0	-1	11	-6	1	13	0	-11
O=C1C(C23CC4CC(CC(C4)C2)C3)C(=O)N(c2ccccc2)N1c1ccccc1	5	1.8	-1	-3	-21	13	-4	20	2	21
O=C1CS/C(=N\c2ccccn2)N1C1CCCCC1	-4	1.7	-1	-3	1	-1	2	0	0	-1
CCOC(=O)C(CCCOc1ccccc1C)C(=O)OCC	-8	-0.2	-12	1	2	-1	9	6	-3	.
O=C(CCCCCCCC(=O)NCC1CCCO1)NCC1CCCO1 (stereo not drawn)	1	0.8	-2	0	-2	-3	-5	8	-2	2
O=C(NCc1cccnc1)c1sc2cc(Cl)ccc2c1Cl	-8	-1.2	2	6	6	-5	6	-2	6	-6
COC(=O)[C@H](CC(C)C)NCc1cccc(CN[C@@H](CC(C)C)C(=O)OC)c1	-12	-0.8	-11	-1	-2	-7	10	-6	.	2
COc1cccc(/C=N/NC(=O)C(C)n2nnc3ccccc32)c1 (stereo not drawn)	-13	-1.6	-1	0	1	-12	-9	4	-1	-1
Cc1ccccc1C(=O)Oc1ccc(Sc2ccc(O)cc2)cc1	-7	.	.	.	-3	.	.	.	-1	3
O=C1C=C(Nc2ccc(Cl)cc2Cl)CC(c2ccco2)C1 (stereo not drawn)	0	1.2	-3	-3	14	9	-6	4	7	-14
COc1ccc(C(=O)NC2CCCCC2)cc1OC1CCN(C(C)C)CC1	-18	0.2	-1	-4	-13	-8	-1	-4	1	13
O=C(NNC(=S)Nc1ccc(F)c(Cl)c1)C1CC1	-11	1.8	0	8	-20	2	6	-43	-2	20
Cc1ccc(-n2cc(CN3CCNC(=O)CC3)c(-c3cccc(C)c3)n2)cc1	-13	-1.7	-1	1	24	3	-3	-10	4	-24
C[C@H](NC(=O)c1nc[nH]c1C(=O)NCCCCCNC(=O)OC(C)(C)C)C(=O)OC(C)(C)C	-5	-3.1	0	-6	-18	5	-1	-8	.	18
CC(=O)NCCC(=O)Nc1ncc(S(=O)(=O)c2ccc([N+](=O)[O-])cc2)s1	0	-0.9	3	1	8	-13	7	16	-2	-8
CN(C(=O)Cn1c(=O)oc2cc(S(=O)(=O)N3CCCC3)ccc21)C1CCCCC1	-6	0.7	-1	0	-21	-4	-9	-14	-6	21
COc1cccc(S(=O)(=O)NCc2ccc(C(=O)N3CCN(C)CC3)cc2)c1	6	-0.1	-3	-4	-12	-6	-14	20	2	12
CCCCN1C(=O)C(O)=C(C(C)=O)C1c1ccccc1 (stereo not drawn)	1	0.1	4	1	13	3	0	0	-2	-13
COC(=O)CN1C(=O)C(C)(C)Oc2ccc(C(=O)NC3CC3)cc21	-13	-0.3	2	-4	-7	-6	-3	-12	-3	7
Clc1ccc(OCCCn2ccnc2)c(Br)c1	-9	-0.7	-3	-1	-15	-13	-6	9	3	15
C=CCn1c(N)c(C(=O)OC(C)(C)C)c2nc3ccccc3nc21	-14	0.5	-4	-1	33	-33	-1	1	-10	-33
Cc1ccc(NC(=O)c2cc(N3CCOCC3)nc3ccccc23)cc1	10	-0.2	-4	?	43	-3	0	4	-23	-43

Compounds as they come; any-hit rate near 2.1%.
